Screening results: PubChem BioAssay, National Center for Advancing Translational Sciences (NCATS)
EPAC1 antag: EPAC1 (human) antagonism; O95398; actives 0.14% (n = 360,000); EPAC1 GEF assay, Rap1b-BODIPY-GDP exchange fluorescence; Potency, µM (series often up to 115 µM), inactives show top-dose activity change, negative = inhibition, actives largely listed as inhibitors;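 further: potency means the concentration at half of the fitted maximal effect; plate controls were vehicle for no effect and positive control for full effect; nearly all actives have a fitted effect of over 50% in size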
PI5P4K alpha inh: PI5P4K alpha (human) kinase inhibition | P48426 | PI5P4Kalpha enzyme, ADP-Glo luminescence, 60 min; active compounds read low | max response, % | actives 1.2% (n = 330,000) | AID 652105; active means max response of -50% or lower; inconclusive means between -30% and -50%; inactive means -30% or higher; further: value at the top dose of about 77 µM; on the % scale 0 is the no-effect control and ±100 the full control effect
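ADP-Glo luminescence end-point read after a 60 min room-temperature kinase reaction of PI5P4Kalpha plus substrate, initiated with ATP at 5 microM final. Buffer: 0.038 M HEPES pH 7.4, EGTA, 0.1% CHAPS, 5% DMSO.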
EPAC1 agonist: activates human EPAC1 exchange factor | Potency, µM (doses to about 154 µM), without a hit: at the highest dose activation, usual class: activators | EPAC1 agonist qHTS, biochemical assay; response scale: 100% = response to 6.5 mM cAMP | O95398 | actives 0.073% (n = 360,000); further: potency means the concentration at half of the fitted maximal effect; nearly all actives have a fitted effect of over 60% in size
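EPAC1 100 nM, Rap1B–BODIPY-GDP 250 nM, unlabeled GDP 50 uM; compound titration; 5 min RT; kinetic read ex480/em540 at 5-min intervals ×30 min; data normalized to 6.5 mM cAMP agonist control.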
PLK1 PBD block: blocks phosphopeptide binding to human PLK1 polo-box domain; P53350; actives 2.8% (n = 360,000); AID 720504; Plk1 PBD binding of FITC phosphopeptide, fluorescence polarization; Potency, µM, for the others: max response, negative = inhibition, most hits filed as inhibitors; further: potency means the concentration at half of the fitted maximal effect; series mostly up to about 57 µM; on the % scale 0 is the no-effect control and ±100 the full control effect; nearly all actives have a fitted effect of over 65% in size
Mm-Cpn inhibitor: blocks the Methanococcus maripaludis chaperonin Mm-Cpn | purified Mm-Cpn ATPase, ADP Transcreener TR-FRET | Potency, µM (titrated, usually from 76.9 µM), for inactives: at the top dose activity, negative = inhibition, usual class: inhibitors | actives 0.031% (n = 330,000); further: potency means the concentration at half of the fitted maximal effect; on the % scale 0 is the no-effect control and ±100 the full control effect; nearly all actives have a fitted effect of over 80% in size
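Reaction buffer contained 30 mM Tris pH 7.4, 100 mM KCl, 5 mM MgCl2 and 1 mM DTT. Mm-CPN (25 nM final) hydrolysed 10 uM ATP over 30 min at 37°C; ADP was read by HTRF.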
EPAC2 antag: EPAC2 (human) antagonism | Q8WZA2 | EPAC2 GEF exchange of Rap1B-BODIPY-GDP, fluorescence | Potency, µM (top dose mostly 114 µM), without a hit: top-dose activity, negative = inhibition, hits mostly inhibitors | actives 0.18% (n = 360,000); further: potency means the concentration at half of the fitted maximal effect; on the % scale 0 is the no-effect control and ±100 the full control effect; nearly all actives have a fitted effect of over 45% in size; many of its hits are not listed in these tables
Target sequence (Q8WZA2 whole entry, looked up): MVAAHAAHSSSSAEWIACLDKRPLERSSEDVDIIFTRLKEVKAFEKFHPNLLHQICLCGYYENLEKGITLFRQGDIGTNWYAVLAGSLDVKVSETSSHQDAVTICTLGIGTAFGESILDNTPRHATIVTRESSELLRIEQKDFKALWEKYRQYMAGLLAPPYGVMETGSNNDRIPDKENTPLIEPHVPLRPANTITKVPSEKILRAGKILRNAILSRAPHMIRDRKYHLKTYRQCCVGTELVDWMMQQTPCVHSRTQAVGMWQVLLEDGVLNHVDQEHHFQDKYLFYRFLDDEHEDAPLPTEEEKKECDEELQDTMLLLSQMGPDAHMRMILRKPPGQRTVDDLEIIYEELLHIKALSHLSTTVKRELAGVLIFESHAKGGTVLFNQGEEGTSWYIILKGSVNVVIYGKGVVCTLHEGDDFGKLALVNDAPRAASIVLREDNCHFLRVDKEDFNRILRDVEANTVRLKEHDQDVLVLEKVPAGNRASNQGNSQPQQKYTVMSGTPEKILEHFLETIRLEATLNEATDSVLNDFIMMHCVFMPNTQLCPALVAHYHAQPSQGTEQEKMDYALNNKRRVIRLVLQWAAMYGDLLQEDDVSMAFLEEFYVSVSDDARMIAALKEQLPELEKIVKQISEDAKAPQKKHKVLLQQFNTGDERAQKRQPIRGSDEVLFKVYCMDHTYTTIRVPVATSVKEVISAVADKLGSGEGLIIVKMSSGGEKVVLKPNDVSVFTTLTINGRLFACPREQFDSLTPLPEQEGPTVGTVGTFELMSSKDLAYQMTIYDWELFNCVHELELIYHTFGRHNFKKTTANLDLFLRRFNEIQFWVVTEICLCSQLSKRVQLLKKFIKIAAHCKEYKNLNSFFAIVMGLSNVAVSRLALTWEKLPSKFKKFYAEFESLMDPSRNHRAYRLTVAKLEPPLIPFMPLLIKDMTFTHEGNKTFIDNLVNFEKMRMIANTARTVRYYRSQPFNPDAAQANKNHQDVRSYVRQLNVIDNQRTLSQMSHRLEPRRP
WRN helicase inh: WRN helicase (human) inhibition; actives 0.46% (n = 360,000); Q14191; Potency, µM (titrated, usually from 114 µM), inactives show at the highest dose activity change, negative = inhibition, usual class: inhibitors; WRN helicase unwinding, fluorescent forked duplex, kinetic; further: potency means the concentration at half of the fitted maximal effect; on the % scale 0 is the no-effect control and ±100 the full control effect; nearly all actives have a fitted effect of over 55% in size
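Kinetic fluorescence helicase assay: unwinding of a quenched forked DNA duplex (100 nM final) with 2 mM ATP final raises red fluorescence (525/598 nm). Compounds sat 15 min at room temperature with 20 nM WRN beforehand.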
CCT modulator: cytosolic chaperonin activity modulation. purified chaperonin ATPase assay, HTRF ADP detection, 30 min. activity change, % (test concentration not listed), hits read low. actives 0.3% (n = 360,000). AID 651819; in the data active means activity change below about -30%; further: on the % scale 0 is the no-effect control and ±100 the full control effect
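Enzyme 40 or 20 nM (batch-dependent) in Tris pH 7.4/KCl/MgCl2/DTT; cpd 76 uM single point; ATP 10 uM; 30 min 37 °C; Transcreener ADP HTRF detection, 30 min RT; ratio 665/615.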
Active calls of the source: *; ? = inconclusive; . = not tested or not shown. Unless noted, the call rests on the fitted dose curve; in most records, active means well fitted curve in the direction sought with a large enough effect; inconclusive means small, poorly fitted or top-dose-only effect, or another doubt; inactive means no such curve, though single readings can be large; an effect the other way counts as inactive or inconclusive. These rows are one share of the data; count on the stated rates, not on these rows.

SMILES	EPAC1 antag	PI5P4K alpha inh	EPAC1 agonist	PLK1 PBD block	Mm-Cpn inhibitor	EPAC2 antag	WRN helicase inh	CCT modulator
O=C1NC(c2ccc(Cl)c([N+](=O)[O-])c2)Nc2ccccc21 (centres undefined)	0%	4	-2%	-16%	3%	4%	0%	-0.2
Cn1c(C(C#N)/C(=N\S(=O)(=O)c2cccs2)c2ccccc2)nc2ccccc21 (centres undefined)	11%	.	7%	-16%	-2%	-5%	-17%	-1.5
COc1ccc(S(=O)(=O)Nc2cc(C)on2)cc1NC(C)=O	-6%	5	-1%	-6%	-1%	0%	-2%	-0.3
COc1cccc(C2=CC(=O)C[C@H](c3ccc4c(c3)OCO4)C2)c1OC	-24%	-6	17%	4%	1%	-23%	-2%	0.2
CN(c1ccc(C(=O)N2CCOCC2)cc1)S(=O)(=O)c1ccc(Cl)cc1	-6%	-5	2%	-4%	2%	-5%	-26%	-1.3
CCC(C)N(C)Cc1cccc(C2(O)CCN(S(=O)(=O)c3ccc(F)c(C)c3)CC2)c1 (centres undefined)	-1%	2	-5%	-17%	1%	-9%	?	-5.4
O=C(Nc1ccc(OC(F)F)cc1)c1cc[n+]([O-])cc1	-3%	4	11%	-8%	2%	17%	0%	-3.6
O=C(NCC1CCCN(Cc2cccc(F)c2)C1)c1cccc2ccccc12 (centres undefined)	19%	-2	7%	-8%	-1%	11%	2%	-0.2
COc1ccc(Cl)cc1C(=O)NNC(=O)CSc1nnnn1C	-8%	-6	-1%	-9%	-4%	8%	-9%	-0.4
C/C=C/c1ccc(OCC(=O)Nc2ccc(OC)c(OC)c2)c(OC)c1	-1%	5	-4%	6%	2%	-11%	0%	2.0
Cc1cc2nnc(SCC(=O)Nc3cccc(S(=O)(=O)N4CCOCC4)c3)n2c2ccccc12	-25%	-7	9%	-9%	2%	-3%	-7%	0.5
O=C(Nc1nc2cc(Cl)ccc2s1)C1CCCN(S(=O)(=O)c2cccc3cccnc23)C1 (centres undefined)	13%	-2	9%	-12%	-7%	5%	-5%	-1.3
O=C(COC(=O)c1ncc(Cl)c(Cl)c1Cl)Nc1ccccc1OC(F)F	-4%	-1	-3%	-8%	-3%	?	1%	1.6
CCOc1cc(NC(=O)c2ccco2)c(OCC)cc1NC(=O)Cc1cccc(OC)c1	-17%	-2	16%	-25%	-9%	-6%	-29%	0.0
S=C(Nc1ccccc1Cl)N1CCN(Cc2ccccc2)CC1	6%	15	3%	-2%	-2%	1%	-22%	-3.2
CCOC(CNC(=O)c1ccc2c(c1)ncn2-c1ccccc1OC)OCC	1%	1	-8%	-4%	2%	-2%	7%	1.1
CC1CCCCN1c1nnc(NC(=O)c2cc(-c3ccc(Br)cc3)on2)s1 (centres undefined)	-3%	?	-3%	-21%	0%	24%	-6%	0.5
O=C(Nc1cccc(OCC(=O)N2CCOCC2)c1)c1cccc(Cl)c1	12%	-1	0%	-8%	3%	4%	-6%	-0.5
O=C(Nc1ccccc1C(=O)O)c1ncn[nH]1	6%	-25	-7%	-5%	-1%	9%	-11%	-0.2
CCCCCNC(=O)C(C1CC1)n1c(=O)c(-c2ccccc2)nc2ccccc21 (centres undefined)	5%	1	9%	-7%	.	-9%	-8%	.
COCCN(CCOC)S(=O)(=O)c1ccc(C(=O)Nc2nnc(CSC)o2)cc1	-6%	2	3%	?	-1%	1%	8%	-1.1
CCOC(=O)C1(CC2CCCCO2)CCN(S(=O)(=O)c2ccc(OC)cc2)CC1 (centres undefined)	-5%	-6	-4%	-6%	3%	-2%	2%	-2.5
CN1CCC(=NNC(=O)COc2ccc(Cl)cc2)CC1	2%	6	-1%	0%	1%	-8%	-1%	-1.5
Cc1cccc(-c2nc3ccccc3c(=O)n2NC(=O)c2cccs2)c1	19%	-3	2%	-4%	1%	17%	?	-4.5
CC1CCN(C(=O)CSc2ccc(-c3cccc([N+](=O)[O-])c3)nn2)CC1	-8%	1	-2%	-2%	0%	6%	-12%	-2.4

Pulled by structure from the entries so far (4):
SMILES	EPAC1 antag	PI5P4K alpha inh	EPAC1 agonist	PLK1 PBD block	Mm-Cpn inhibitor	EPAC2 antag	WRN helicase inh	CCT modulator
CCOC(=O)C1(CC2CCCCO2)CCN(S(=O)(=O)c2ccc(OC)cc2)CC1 (centres undefined)	-5%	-6	-4%	-6%	3%	-2%	2%	-2.5
O=C(Nc1ccc(OC(F)F)cc1)c1cc[n+]([O-])cc1	-3%	4	11%	-8%	2%	17%	0%	-3.6
COCCN(CCOC)S(=O)(=O)c1ccc(C(=O)Nc2nnc(CSC)o2)cc1	-6%	2	3%	?	-1%	1%	8%	-1.1
CCOc1cc(NC(=O)c2ccco2)c(OCC)cc1NC(=O)Cc1cccc(OC)c1	-17%	-2	16%	-25%	-9%	-6%	-29%	0.0

The list goes on:
SMILES	EPAC1 antag	PI5P4K alpha inh	EPAC1 agonist	PLK1 PBD block	Mm-Cpn inhibitor	EPAC2 antag	WRN helicase inh	CCT modulator
COc1cc2c(cc1OC)CN(C(=O)CSc1nnc3scc(-c4ccccc4)n13)CC2	-19%	-22	-5%	-23%	-1%	12%	-4%	-0.5
COc1cccc(NC(=S)N2CCCC2c2ccc(OC)c(OC)c2)c1 (centres undefined)	-13%	0	12%	-14%	0%	-13%	-1%	0.1
COc1cccc(NC(=O)COC(=O)Cc2ccc(Cl)cc2)c1	-2%	0	-3%	-6%	0%	-12%	1%	-4.0
CCOc1cc2[nH]c(=O)n(CCC(=O)NCCc3ccc(OC)c(OC)c3)c(=O)c2cc1OCC	-2%	0	-3%	-1%	-1%	8%	-3%	-1.2
Cn1c(C(=O)N2CCCc3ccccc32)cc2sccc21	-8%	.	15%	27%	-12%	-9%	10%	-0.8
CC1(C)CC(NC(=O)COc2ccc(Br)cc2Cl)CC(C)(C)N1	3%	7	1%	-4%	1%	-1%	4%	-1.3
O=[N+]([O-])c1ccccc1/C=N\N1CCN(Cc2ccccc2Cl)CC1	0%	10	12%	-3%	0%	-2%	-5%	-1.3
CCOC(=O)c1c(NC(=O)C(C)Sc2c[nH]c3ccccc23)sc2c1CCC2 (centres undefined)	-14%	6	-6%	-21%	-7%	-13%	-6%	-1.2
CNC(=S)NNc1nc(N2CCOCC2)nc(N2CCOCC2)n1	1%	1	7%	-9%	2%	-2%	-2%	-0.4
CC(C)(C)OC(=O)N1CCCC1C(=O)N1CCCC1C(=O)N1CCCC1C(=O)O (centres undefined)	10%	-3	-4%	-4%	-2%	10%	-9%	0.4
CC(=O)C1=C(C)NC(=O)NC1c1ccc2c(c1)OCO2 (centres undefined)	14%	-13	8%	-3%	-2%	-6%	-4%	-2.1
O=C(Nc1ccccc1)Nc1sccc1-c1nc2ccccc2s1	15%	6	6%	4%	-19%	4%	-3%	-5.8
Cc1ccc(OCCNC(=O)CCc2ccccc2)cc1C	-26%	2	3%	-11%	.	-1%	-6%	-4.7
Cc1ccc(-c2noc(CCC(=O)NCc3ccco3)n2)cc1	?	.	9%	-9%	-9%	5%	6%	-2.4
C=CCn1c(-c2ccc(OC)c(OC)c2)n[nH]c1=S	3%	-11	1%	-1%	-1%	10%	4%	-1.6
CCOCCCNC(=O)C(NC(=O)c1ccc2c(c1)OCO2)c1ccc(OC)cc1 (centres undefined)	7%	1	0%	0%	0%	18%	-2%	0.7
O=c1c(/C=N/O)coc2ccc3ccccc3c12	0%	-27	-9%	?	4%	4%	-4%	-3.1
Cc1cc2nc(-c3cccc(Br)c3)c(CC(C)(C)C)n2c(C)c1Br	-3%	19	3%	3%	.	-11%	-5%	0.1
O=C(O)CSc1ncccc1C(=O)O	-2%	3	13%	-8%	-2%	4%	8%	-3.2
O=C(c1ccoc1)N1CCCC(N2CCN(c3cccc(Cl)c3)CC2)C1 (centres undefined)	10%	7	-6%	-5%	0%	-1%	0%	2.7
c1ccc(NC2=NCCN2CC2CCC2)cc1	-2%	0	-20%	-7%	2%	15%	3%	0.8
O=C(Nc1cnn(Cc2ccccc2)c1)NC12CC3CC(CC(C3)C1)C2	-21%	-7	10%	-4%	4%	-7%	-3%	-0.1
COc1ccccc1NC(=O)C(C)OC(=O)CCC1CCCCC1 (centres undefined)	-3%	1	2%	1%	2%	-5%	-23%	-2.7
O=C(O)c1ccc(NC(CSCc2ccccc2F)C(=O)O)c([N+](=O)[O-])c1 (centres undefined)	-2%	-12	6%	-1%	2%	-6%	-24%	-1.2
COc1ccc(NC(=O)c2ccco2)cc1NC(=O)c1cc2ccccc2o1	23%	4	-4%	-7%	-1%	3%	-1%	-1.0

(next part)
SMILES	EPAC1 antag	PI5P4K alpha inh	EPAC1 agonist	PLK1 PBD block	Mm-Cpn inhibitor	EPAC2 antag	WRN helicase inh	CCT modulator
O=C(O)c1cc(-c2ccc(-c3c(-c4ccc5c(c4)OCO5)noc3-c3ccsc3)cc2)nc2ccccc12	?	-71*	-6%	17µM*	-3%	?	?	-2.0
Cn1c(CNc2ccc(Cl)cc2)nc2ccccc21	0%	-5	8%	-12%	-1%	-7%	6%	-0.8
Cc1ccc2[nH]c(C(=O)N3CCCCC3)cc2c1	-4%	3	-3%	-18%	2%	5%	-10%	-11
COCCCN1C(=O)c2ccc(C(=O)Nc3ccc(OC)cc3)cc2C1=O	8%	0	-11%	1%	0%	6%	-5%	-1.4
C/[N+]([O-])=C\CC(=O)c1ccc(-c2ccccc2)cc1	9%	-22	4%	21µM*	-19%	0%	-25%	-2.1
COc1ccccc1N1CCN(C2CCCN(C(=O)c3ccnc4ccc(C)cc34)C2)CC1 (centres undefined)	3%	3	-7%	5%	0%	4%	2%	-0.5
Cc1csc(NC(=O)c2ccccc2)n1	-3%	1	2%	-6%	-1%	4%	9%	1.0
O=C(Nc1c(-c2ccccc2)[nH][nH]c1=O)c1cccc(C(F)(F)F)c1	14%	-1	-10%	7%	.	1%	-1%	-3.3
CCOc1cccc(CN2CCCC(CCC(=O)NCc3ccccc3F)C2)c1O (centres undefined)	-19%	-3	15%	-2%	-6%	-6%	-4%	-4.4
CCOc1ccc(CNC(=O)C2Cc3cc(S(=O)(=O)N4CCCCC4)ccc3N2C(C)=O)cc1 (centres undefined)	13%	-9	-1%	-6%	-2%	18%	-3%	-0.9
Cc1cccc(NC(=O)CN2C(=O)CCS(=O)(=O)c3ccccc32)c1C	-9%	-1	2%	-18%	0%	6%	1%	1.2
COC(=O)C1=CN(c2ccc(N3CCOCC3)cc2)C(N)=C(C#N)C1c1cccc(F)c1 (centres undefined)	19%	10	-1%	-6%	.	-19%	-4%	.
Cc1cc(=O)oc2cc(NC(=O)c3ccccc3C(=O)O)ccc12	4%	-10	3%	-6%	-9%	3%	0%	-0.8
